BAZ2B block = blocks human BAZ2B; hit rate 4.4% among 360,000; AID 504333; AlphaScreen BAZ2B-H3K14Ac peptide displacement; Q9UIF8; Potency, µM (top dose mostly 114 µM), for the others: top-dose activity change, negative = inhibition, most hits filed as inhibitors; note: potency is the fitted concentration of half-maximal effect; % is set by controls: 0 for no effect and ±100 for the full control effect; nearly all actives have a fitted effect of over 60% in size
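Complex of BAZ2B and biotin-H3K14Ac (50 nM apiece) forms over 30 min at RT, then faces library compounds up to 110 uM for another 30 min; AlphaScreen beads added, 20 min dark incubation, luminescence read.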
PI4K2A block = PI4K2A (human) kinase inhibition; purified PI4K2A, ADP-Glo luminescence, 1 h; active compounds read low; activity change, negative = inhibition, % at 76.9 µM; hit rate 0.13% among 420,000; AID 1346378; in the data active = activity change below about -50%; inconclusive = mostly about -30% to -49%;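 note: -100% = wells without enzyme as full effect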
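Compounds are screened against recombinant PI4K2A using PI as substrate and ATP, the latter dispensed at 300 microM. Reactions run one hour at ambient temperature before ADP-Glo detection; full inhibition defined by wells lacking enzyme.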
HP1b binding inh = HP1-beta chromodomain-methylated histone interaction inhibition | P83916 | AlphaScreen HP1-beta / biotin-H3K9me3 peptide binding | Potency, µM (titrated, usually from 114 µM), for the others: top-dose activity change, negative = inhibition, actives largely listed as inhibitors | hit rate 0.56% among 390,000 | AID 540317; note: potency is the fitted concentration of half-maximal effect; nearly all actives have a fitted effect of over 70% in size; inactives centre near 23
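HP1-beta protein (50 nM final) preincubated 30 min at room temperature with biotinylated H3(1-18)K9me3 peptide (50 nM) in PBS pH 7.4, 0.01% Tween-20, then compound added for 30 min. AlphaScreen streptavidin donor/nickel chelate acceptor beads (10 ug/mL final), 30 min dark, luminescence read.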
12-LOX inh = blocks human arachidonate 12S-lipoxygenase; P18054; hit rate 1.1% among 580,000; Potency, µM (top dose mostly 108 µM), inactives show at the top dose activity change, negative = inhibition, hits mostly inhibitors; purified 12hLO, xylenol orange hydroperoxide absorbance; note: potency is the fitted concentration of half-maximal effect; % is set by controls: 0 for no effect and ±100 for the full control effect
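Purified human 12hLO (150 nM final) in 25 mM Hepes, 0.01% Triton X-100, pH 7.0 was preincubated 15 min at room temperature with compound. Then 40 uM arachidonic acid was added, 30 min. Hydroperoxide was read by Fe-XO absorbance ratio 573/405 nm.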
JMJD2A Tudor inh = JMJD2A Tudor domain (human) inhibition; hit rate 4.4% among 390,000; AlphaScreen JMJD2A-Tudor / H3K4me3 peptide binding; O75164; AID 504339; Potency, µM (doses to about 114 µM), without a hit: at the highest dose activity change, negative = inhibition, actives largely listed as inhibitors; note: potency is the fitted concentration of half-maximal effect; % is set by controls: 0 for no effect and ±100 for the full control effect; nearly all actives have a fitted effect of over 50% in size
G9a block = inhibitors of human histone lysine methyltransferase G9a; Q96KQ7; G9a H3K9 monomethylation, AlphaScreen, 2 h; Potency, µM (top dose mostly 102 µM), for inactives: top-dose activity, negative = inhibition, most hits filed as inhibitors; hit rate 8.8% among 350,000; AID 504332; note: potency is the fitted concentration of half-maximal effect; % is set by controls: 0 for no effect and ±100 for the full control effect; nearly all actives have a fitted effect of over 75% in size
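AlphaScreen read-out: biotin-H3K9 peptide (500 nM) methylation by 20 nM enzyme with 20 uM SAM, 2 h at room temperature after 15 min compound preincubation; anti-monomethyl H3K9 antibody plus donor/acceptor beads, 10 min dark.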
GLS inh = blocks human kidney-isoform glutaminase activity | O94925 | GLS enzymatic activity, qHTS titration | Potency, µM (doses to about 45.5 µM), inactives show at the top dose activity change, negative = inhibition, most hits filed as inhibitors | hit rate 0.21% among 410,000 | AID 624170; note: potency is the fitted concentration of half-maximal effect; % is set by controls: 0 for no effect and ±100 for the full control effect
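hKGA; 45 mM KH2PO4 pH 8.2 + 0.02% Tween-20; cpd via pin tool; 1 mM Gln soln; GluOx/HRP/Amplex Red; RT 30 min; fluor. t0 & final.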
ERG Ets-DNA blk = ERG Ets/DNA interaction inhibition. Potency, µM (doses to about 76.9 µM), for the others: at the highest dose FP activity, negative = inhibition, usual class: inhibitors. AID 624246. fluorescence polarization, His-ERG Ets domain / labelled DNA. P11308. hit rate 0.028% among 370,000; active = well fitted inhibition curve with a large enough effect in the polarisation, with a control signal flat; inconclusive = small, poorly fitted or top-dose-only effect, or effect the other way, or a change in a side signal; inactive = no such curve, though single readings can be large or run the other way; the % refers to the polarisation;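 note: polarization taken with two DNA probes labelled with fluorescein and Texas red; potency is the fitted concentration of half-maximal effect; % of control where 0% means no effect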
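His-tagged ERG Ets domain (1 uM in the protein solution; 300mM KCl, 50mM Tris-HCl, 1mM EDTA, 1mM DTT, pH 7.5) received compound, then a probe mix of 5 nM fluorescein-DNA and 100nM Texas-615-DNA. Fluorescence polarization was read for both dyes.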
RGS4 inh = inhibitors of human regulator of G protein signaling 4; Transcreener GDP fluorescence polarization, RGS4-accelerated GTP hydrolysis; P49798; Potency, µM (titrated, usually from 114 µM), for the others: at the highest dose activity change, negative = inhibition, actives largely listed as inhibitors; hit rate 0.039% among 390,000; note: potency is the fitted concentration of half-maximal effect; % is set by controls: 0 for no effect and ±100 for the full control effect; nearly all actives have a fitted effect of over 75% in size; some results filed as inactive show a strong effect at the top dose
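MLSMR compounds (23 nl, pin-transferred) preincubated 10 min at room temperature with a 500nM (2x) first reagent, then RGS4 at 900nM (2x) plus Transcreener GDP mix added; fluorescence polarization (620/688 nm) read before and after 90 min at 30 °C.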
Starred values were filed as active, the others as inactive; ? = inconclusive; · = not tested or not shown; [ ] = remark or other dose. Unless noted, calls come from the whole dose curve; as a rule, active = well fitted curve in the direction sought with a large enough effect; inconclusive = small, poorly fitted or top-dose-only effect, or another doubt; inactive = no such curve, though single readings can be large; an effect the other way counts as inactive or inconclusive. Some of the compounds tested. The share of hits here may be higher or lower than overall.

entry	BAZ2B block	PI4K2A block	HP1b binding inh	12-LOX inh	JMJD2A Tudor inh	canonical_smiles	G9a block	GLS inh	ERG Ets-DNA blk	RGS4 inh
1	-4.0%	0.5	-22.1%	13.3%	?	CCCn1c(SCC(=O)N2CCCC(C)C2)nnc1-c1cccnc1 (stereo unspecified)	·	-5.5%	-7.4%[15.4 µM]	?
2	-23.8%	-3.2	36.0%	467.1%[activator]	-19.3%	CCCc1ccc(S(=O)(=O)N/N=C(/C)c2ccc3c(c2)OCO3)cc1	4.4%	1.6%	7.9%	-4.2%
3	-1.1%	0.1	50.3%[activator]	6.6%	-8.3%	O=Cc1c(Cl)cccc1Cl	9.4%[0.501 µM]	2.9%	0.7%	-6.5%
4	-8.7%	-0.6	-6.0%	95.6%[activator]	-13.7%	O=C(Cc1cccs1)NNC(=O)C12CC3CC(CC(C3)C1)C2	44.4%[activator]	-13.1%	-2.4%	2.8%[56.9 µM]
5	-1.5%	-6.0	25.7%	-4.9%	-14.0%	CCCCC(=O)Nc1nnc(S(=O)(=O)N(CC)c2ccccc2)s1	19.8%	-0.1%	-8.2%	-21.7%
6	4.2%	3.6	60.1%[activator]	-17.5%	-11.0%	O=C(COc1ccc(-c2nnco2)cc1)N1CCN(S(=O)(=O)c2ccccc2)CC1	-1.4%	5.3%	0.1%	-0.5%
7	59.3%[activator]	4.2	18.1%	-10.2%	-32.4%	Cc1ccc(Oc2nc3ccccc3n3c(C)nnc23)cc1	23.1%	?	-11.0%	-25.8%
8	?	4.5	14.4%[57 µM]	-19.7%	-19.0%	CCc1ccccc1NS(=O)(=O)c1ccc(-c2coc(C)n2)cc1	-23.6%[59 µM]	-4.6%	3.7%	-11.2%
9	-0.5%	-0.9	31.1%	-4.1%[57.4 µM]	-11.3%	CCOC(=O)C1CCCN(c2c(N3CCN(C4CCCCC4)CC3)c(=O)c2=O)C1 (stereo unspecified)	-2.9%	16.6%	-1.6%	8.7%
10	-4.5%	-7.0	8.1%	150.0%[activator]	-12.8%	c1csc(-c2noc(CN3CCOCC3)n2)c1	-32.7%	-0.1%	7.6%	9.7%
11	1.7%	3.2	20.1%	0.0%	-14.0%	Cc1ccc(-n2c(=O)[nH]c3cc(C(=O)NC4CCN(Cc5ccccc5)CC4)ccc3c2=O)cc1	·	-2.4%	-0.8%	-33.4%
12	·	-11.8	24.9%	-17.5%	-7.3%	COc1cccc(CNC(=O)CSc2c3c(nc4ccc(Cl)cc24)CCCC3)c1OC	8.5%[59 µM]	5.9%	6.4%	-9.2%
13	-1.7%	-1.2	16.1%	0.0%	-19.9%	Cc1cc(C2(O)C(=O)Nc3ccccc32)ccc1F (stereo unspecified)	15.3%[2.33 µM]	-19.5%	1.0%	-16.2%
14	-0.1%	0.4	42.7%[activator]	66.6%[activator]	-16.0%	O=C(CN1CCCCCC1)Nc1ccc(Cl)cn1	·	3.1%	-0.2%	-5.7%
15	35.5µM*	-17.8	?	·	56.2µM*	CC1=NN(c2ccc(Cl)cc2)C(=O)C1C(c1ccccc1O)c1c(C)[nH]n(-c2ccc(Cl)cc2)c1=O (stereo unspecified)	3.98µM*	-0.2%	-14.5%	?
16	4.9%	2.7	-23.9%	-44.7%	-21.2%	COc1ccc(Br)cc1-c1nc2c(c(=O)[nH]c(=O)n2Cc2ccccc2)n1C	19.6%	-0.7%	-3.6%	-4.9%
17	12.0%	-3.3	55.7%[activator][57 µM]	-17.2%	1.0%	O=C(Nc1ccccc1C(=O)N1CCCCC1)c1nsc2ccccc12	4.5%[59 µM]	-4.9%	9.3%	-26.4%
18	-8.5%	0.0	9.5%	0.0%	-2.6%	O=C(CN(CCc1ccccc1)C(=O)CNS(=O)(=O)c1ccccc1)NCC1CCCO1 (stereo unspecified)	18.5%[12.7 µM]	2.2%	-4.5%	-3.9%
19	5.1%	-1.9	24.9%	0.0%	-2.1%	O=C(CCNS(=O)(=O)c1cccc2nsnc12)NCCc1ccccc1	7.4%[12.7 µM]	-5.1%	-6.9%	-19.7%
20	87.4%[activator]	7.0	220.7%[activator]	11.5%	116.7%[activator]	C=CCSc1ncnc2sc(C)c(C)c12	59.9%[activator][59 µM]	-10.0%	-10.6%	-38.9%
21	-34.3%	9.7	25.5%	?	-16.8%	S=C(Nc1ccc(Br)cc1Cl)NC1CCN(Cc2ccccc2)CC1	1.7%	3.1%	1.0%	-8.0%
22	-1.3%	0.8	20.7%	?	-25.7%	Cc1cc(C)cc(-n2nnc(C(=O)NCc3ccc4c(c3)OCO4)c2N)c1	12.2%[59 µM]	17.8%	9.4%	-7.4%
23	-5.6%	7.9	26.7%	21.2%	-7.3%	CCN(CC)CCCN(Cc1cc2cc3c(cc2[nH]c1=O)OCCO3)C(=O)Nc1ccccc1	-6.9%	4.5%	-4.3%	39.6%
24	-1.9%	4.6	39.7%[activator]	-29.9%	6.2%	O=C(Cn1c(=O)oc2cc(S(=O)(=O)NC3CCCC3)ccc21)Nc1ccc(F)c(F)c1	11.7%[59 µM]	0.5%	0.0%	-10.0%
25	174.5%[activator]	-2.3	204.9%[activator]	-18.5%	115.0%[activator]	COc1ccc(-c2cc(C(F)(F)F)nc(NCc3ccccc3)n2)cc1	186.6%[activator][59 µM]	0.1%	-5.1%	-0.5%

The list goes on.
entry	BAZ2B block	PI4K2A block	HP1b binding inh	12-LOX inh	JMJD2A Tudor inh	canonical_smiles	G9a block	GLS inh	ERG Ets-DNA blk	RGS4 inh
26	4.2%	-3.0	17.3%	-23.2%	-14.5%	CCC(=O)Nc1nnc(SCC(=O)c2ccc3c(c2)Cc2ccccc2-3)s1	?	1.7%	·	-24.8%
27	-2.1%	-9.9	18.7%	-21.5%	-8.3%	CCOCCCn1c(=N)c(S(=O)(=O)c2ccc(Cl)cc2)cc2c(=O)n3cccc(C)c3nc21	1.5%[59 µM]	-11.6%	-3.2%	10.9%
28	1.4%	-19.9	26.0%	?	-18.9%	Cc1ccc(C)c(OCCC(=O)OCC(=O)Nc2ccc(C)c(S(=O)(=O)N3CCCCC3)c2)c1	12.9%[2.33 µM]	-10.1%	3.8%	-21.0%
29	-23.2%	-0.4	-1.8%	-14.4%	-16.9%	c1ccc(-n2nnnc2NCCc2c[nH]c3ccccc23)cc1	2.2%	3.8%	-1.9%	12.8%
30	·	0.0	30.2%	-29.4%	-11.0%	N#CCc1ccnc2ccccc12	·	-13.7%	11.8%	-5.9%
31	0.5%	-8.6	38.7%	-21.9%	-17.6%	CNC(=O)C(C)c1ncc(C(F)(F)F)cc1Cl (stereo unspecified)	18.1%[59 µM]	1.0%	0.6%	24.9%
32	·	3.2	17.2%	-53.1%	-23.2%	CCOC(=O)C1=CN(Cc2ccco2)S(=O)(=O)N(CC)C1c1ccc(F)c(Cl)c1 (stereo unspecified)	·	-1.6%	23.1%	-41.4%
33	?	-4.2	-12.3%	-14.0%	10µM*	COc1cc(OC)c(CNC2CCCCCC2)cc1Br	35.5µM*	4.0%	6.0%	13.5%
34	-2.1%	4.3	15.0%	-4.4%	-7.5%	Cc1cccc(CSCCNC(=O)c2ccc(CN3CCOCC3)cc2)c1	6.0%[59 µM]	-4.0%	-3.6%	-41.0%
35	-8.3%	-9.9	11.1%	0.7%	-8.8%	COc1cccc(NC(=O)CN(C)C(=O)c2cc(C)oc2C)c1	-6.1%[12.7 µM]	0.3%	5.0%	7.5%
36	5.3%	-5.7	34.0%	-1.1%	-11.5%	O=C(Nc1nccs1)C1C2CC3OC(=O)C1C3C2 (stereo unspecified)	13.2%[59 µM]	13.2%	-0.8%	-3.0%
37	17.8%	11.3	100.9%[activator]	-0.9%	32.6%	COc1ccc(NC(=O)COC(=O)CCCOc2ccc(Cl)cc2Cl)cc1Cl	45.2%[59 µM]	-0.3%	-12.1%	-16.9%
38	-34.1%	-9.8	25.2%	9.8%	-22.1%	COC(=O)c1ccccc1NC(=O)CN1CCC(C(=O)c2ccc3c(c2)OCCO3)CC1	-29.5%[59 µM]	-2.3%	-7.9%	0.0%
39	-25.1%	1.6	24.2%	-3.7%	-11.3%	COC1=CC(=Cc2c(N)n3nc(CC(=O)N4CCCCC4)sc3nc2=O)C=C(OC)C1=O	·	-0.8%	42.7%[activator]	-11.1%
40	-15.4%	1.2	28.2%	0.1%	-26.1%	O=C(NCc1nc2ccccc2[nH]1)C1=C[C@@H](c2csc3ccccc23)C[C@@H](OCc2ccc(CO)cc2)O1	-7.0%[12.7 µM]	-7.9%	5.4%	-29.8%
41	-0.6%	1.4	29.5%	-4.7%	0.7%	CCOC(=O)CSc1nc2sc3c(c2c(=O)n1-c1ccc(OC)cc1)CC(C(C)C)OC3 (stereo unspecified)	-1.7%[59 µM]	-0.8%	-3.5%	1.9%
42	0.1%	-2.2	22.8%	16.1%	-15.4%	CN(C)C(=O)CSc1nnc(C23CC4CC(CC(C4)C2)C3)o1	8.3%[59 µM]	-1.7%	-2.4%	-15.6%
43	-13.1%	2.2	24.2%	6.8%	-5.1%	CCN1CCN(C(c2cccs2)C(C)NC(=O)CC(C)C)CC1 (stereo unspecified)	3.1%	4.3%	-12.1%	-16.9%
44	-5.7%	-4.7	25.5%	-10.1%	-5.8%	COc1ccc(S(=O)(=O)Nc2ccc(-n3cnnn3)cc2)cc1Br	56.2µM*	-8.2%	-22.7%	-9.6%
45	-3.3%	-4.2	?	-9.0%	25.1µM*	COc1ccc(C(=O)C[n+]2ccccc2C)cc1	-6.5%[59 µM]	?	11.6%	?
